Screens deposited in PubChem by several laboratories.
p-CIP stab down – compounds decreasing mouse p/CIP protein stability; Q05BA5; F442A p/CIP-EGFP cells, EGFP fluorescence, 16 h; decrease of EGFP signal, % at 10 µM; 290,000 tested, 0.01% active; AID 1984;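 active = EGFP signal decrease of at least 30% at 10 µM or well 3 SD below plate mean, unless failing retest; inactive = the rest, including hits failing retest or dose response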; also: some compounds called inactive have numbers as strong as hits; many of its hits are not listed in these tables
PHOSPHO1 block – inhibitors of human PHOSPHO1 phosphatase | Q8TCT1 | recombinant PHOSPHO1, absorbance phosphatase assay | inhibition, % at 13.3 µM | 290,000 tested, 1.1% active; in the data active = inhibition above about 60%
GalR3 antag – human GalR3 antagonism | O60755 | HEK293 GalR3-CNG cAMP membrane potential fluorescence; galR3 body fused to GalR1 C-terminus | inhibition, % at 3 µM | 360,000 tested, 0.44% active | AID 651719;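 active = inhibition above the screen-wide average plus 3 SD, cut at about 13% in these data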;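 also: forskolin and galanin both at EC90 stimulate the cells; cAMP rise reported by CNG channel membrane potential dye signal; 0% = forskolin plus galanin with DMSO and 100% = forskolin alone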
IDE inh – cellular human IDE inhibition. HEK cells, FAbetaB cleavage, fluorescence polarization. P14735. AID 434962. inhibition, % at 5.59 µM. 320,000 tested, 0.41% active;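 active = percent inhibition above the average of all tested compounds plus 3 SD, set per screening campaign, cut at about 16% in these data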;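 also: IDE supplied by intact live HEK cells; FP after avidin binding of uncleaved biotin substrate so inhibition keeps polarization high; 0% = DMSO wells and 100% = 60 µM reference IDE inhibitor Ii1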
Target sequence (P14735 whole entry, looked up): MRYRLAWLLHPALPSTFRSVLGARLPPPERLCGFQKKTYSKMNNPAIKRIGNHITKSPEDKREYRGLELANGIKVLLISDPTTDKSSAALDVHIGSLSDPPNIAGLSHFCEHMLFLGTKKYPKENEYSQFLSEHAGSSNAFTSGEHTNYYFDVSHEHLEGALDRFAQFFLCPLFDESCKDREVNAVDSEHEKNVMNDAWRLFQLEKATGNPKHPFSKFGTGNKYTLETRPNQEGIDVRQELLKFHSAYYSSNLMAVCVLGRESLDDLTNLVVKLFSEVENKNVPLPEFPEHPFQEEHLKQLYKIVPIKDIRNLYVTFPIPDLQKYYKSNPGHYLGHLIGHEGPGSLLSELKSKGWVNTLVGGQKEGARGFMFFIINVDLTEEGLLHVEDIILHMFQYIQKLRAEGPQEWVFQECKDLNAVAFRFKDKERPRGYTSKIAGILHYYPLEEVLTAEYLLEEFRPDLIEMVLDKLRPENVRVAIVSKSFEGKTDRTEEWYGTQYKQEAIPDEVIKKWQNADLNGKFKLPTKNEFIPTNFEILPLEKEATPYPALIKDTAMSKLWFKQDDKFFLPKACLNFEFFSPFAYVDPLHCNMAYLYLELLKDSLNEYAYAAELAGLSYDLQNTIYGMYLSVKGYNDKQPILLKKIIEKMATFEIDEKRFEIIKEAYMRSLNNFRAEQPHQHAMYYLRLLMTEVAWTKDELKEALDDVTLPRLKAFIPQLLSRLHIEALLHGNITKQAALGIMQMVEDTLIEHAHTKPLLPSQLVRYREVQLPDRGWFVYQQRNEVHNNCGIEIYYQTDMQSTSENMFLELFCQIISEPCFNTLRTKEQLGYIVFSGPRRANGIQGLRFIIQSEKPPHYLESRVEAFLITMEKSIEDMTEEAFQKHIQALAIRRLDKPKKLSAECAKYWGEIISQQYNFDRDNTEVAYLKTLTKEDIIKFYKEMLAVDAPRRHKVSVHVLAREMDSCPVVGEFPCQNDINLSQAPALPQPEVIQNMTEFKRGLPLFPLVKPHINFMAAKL
IDE cell activ – boosts human insulin-degrading enzyme activity in HEK cells; P14735; FAbeta-B cleavage, fluorescence polarization; 0% vehicle, 100% cell-free pure enzyme wells; activation, % at 5.96 µM; 340,000 tested, 0.073% active; AID 493087;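 active = activation above the mean of all tested compounds plus 3 SD, set per screening campaign, cut at about 17% in these data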
MEKK3 PB1 HTS – modulators (inhibitors or enhancers) of MEK5 binding to human MEKK3 PB1 domain; Q99759; bead-based flow cytometry, Alexa488-MEK5 binding to MEKK3; actives lie on both sides; 0 = blocked by unlabeled MEK5, 100 = vehicle; binding response (% of control), % at 10 µM; 290,000 tested, 1.4% active; AID 1529;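 active = binding response more than 3 SD above or below the average of its plate-row segment, actives on both sides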;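 also: Alexa488 bead fluorescence after subtracting the streptavidin-only scavenger bead signal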
CRFBP-R2 block – antagonists of CRF-binding protein/CRF-R2 receptor complex; 350,000 tested, 0.59% active; inhibition, % at 11.8 µM; HEK293 CRF-R2/CRF-BP, CRF-induced calcium fluorescence;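 active = inhibition of the ligand-induced calcium signal above about 50% at the single tested concentration, limit read from the data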
CRFR2-BP ag – CRF-BP/CRF-R2 complex agonism; HEK293 CRF-R2/CRF-BP, calcium dye fluorescence (FLIPR); percent of saturating CRF peptide response; activation, % at 13.2 µM; 350,000 tested, 0.46% active;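 active = activation of at least 50%, plus an integration ratio under a set limit after plate pattern correction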;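 also: plate controls were neutral control wells without compound for no effect and CRF at EC100 for full effect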
M4 PAM – positive allosteric modulators of human muscarinic M4 receptor. P08173. CHO-K1 hM4/Gqi5, Fluo-8 calcium fluorescence, ACh EC20; 0% = ACh EC20, 100% = maximal ACh. activation, % at 3 µM. 360,000 tested, 0.4% active. AID 624126;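 active = activation above its plate's cutoff, the mean activation of sample wells plus 3 SD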; also: some results filed as inactive read as strong as hits
An asterisk follows results filed as active; . = not tested or not shown; [ ] = another dose, or the depositor's remark.

p-CIP stab down	PHOSPHO1 block	GalR3 antag	IDE inh	IDE cell activ	MEKK3 PB1 HTS	CRFBP-R2 block	CRFR2-BP ag	M4 PAM	Molecule
4	13	-2	6	4	95	0	-0.5	0	COCCNC(=O)C1CCC(=O)N(c2ccc(OC)cc2)C1c1ccc(OC)c(OC)c1 (centres undefined)
2	17	-3	4	4	106	-19	0.0	-9	Cc1cc(NC(=S)N(CCN2CCCCC2)Cc2ccco2)ccc1Cl
-6	16	-3	-3	.	107	32	-5.2	-4	Cc1cccc(-c2n[nH]c(=S)n2/N=C/c2cccs2)c1
4	24	-5	-6	0	101	-8	1.4	-2	Cc1cc(C(=O)NN)c(Cl)cc1Cl
.	.	-2	-5	3	.	-1	1.2	8	COc1cccc(CN(C)C(=O)CNC(=O)c2sc3ccccc3c2Cl)c1OC
4	-11	1	3	-4	110	16	-2.6	1	O=C(CN1CCOc2ccccc21)N1CCCC1
-3	-34	-3	3	1	105	15	-1.2	18	c1ccc(-c2cc3c(N4CCCC4)ncnc3s2)cc1
-6	28	1	-2	0	103	-37	2.5	-4	CCCCN(Cc1cc2ccccc2[nH]c1=O)S(=O)(=O)c1ccc(C)cc1
-3	16	-2	4	5	78	6	0.8	-7	O=C(Nc1ccc(N2CCOCC2)cc1)c1ccc([N+](=O)[O-])cc1
-7	14	-3	2	2	100	13	-1.4	-1	CCC(C)c1ccc(C(CC)NC(=O)C2CCCO2)cc1 (centres undefined)
.	.	-5	-3	1	.	1	-0.4	3	Cc1ccccc1OCC(=O)OCC(=O)Nc1ncc(Cl)c(C)c1Cl
2	.	-13	-1	-3	107	11	-2.3	2	O=C(O)c1c(-c2ccccc2)oc2ccc(O)cc12
5	37	-6	-3	-1	128*	-6	-0.9	13	COC(=O)c1cc(C(C)=O)c(C)[nH]c1=O
2	20	-8	-2	3	99	1	-0.1	10	COc1ccc(NC(=O)c2ccc3c(c2)C(=O)N(CC2CCCO2)C3=O)c(OC)c1 (centres undefined)
0	23	-3	4	4	103	23	0.1	1	O=C(NC1CCCCC1)c1ccc2c(=O)n(CC3CCCO3)c(=O)[nH]c2c1 (centres undefined)
-2	31	-4	1	3	89	9	1.3	4	C=C(C)CSc1nc(C)c(Cc2ccccc2)c(=O)[nH]1
-7	-47	2	-5	2	103	11	0.3	-1	Fc1ccc(N/N=C(/c2ccccc2)c2ccccn2)cc1
.	.	-8	6	6	.	-4	-0.1	7	COC(=O)[C@@]12CCCCN1[C@H](c1ccc(-c3cccc(Cl)c3)cc1)[C@@H]1C(=O)N(C)C(=O)[C@@H]12
2	12	-6	-5	-1	98	-10	-0.8	11	Cc1ccc(S(=O)(=O)N2CCN(C)CC2)c(C)c1
2	-1	-1	1	-2	99	-17	0.2	-3	O=C(CSc1nc2c([nH]c3ccccc32)c(=O)n1-c1cccc(Cl)c1)N1CCOCC1
-2	28	5	1	5	99	2	-3.5	5	C=CCn1c(-c2sc(-c3ccccc3)nc2C)n[nH]c1=S
-15	34	-6	.	3	94	1	0.0	-7	COC(=O)c1ccc(CN2C(=O)c3ccccc3C2=O)cc1
-13	15	-11	-3	4	96	-1	18	-9	O=[N+]([O-])c1cc(S(=O)(=O)N2CCCCCC2)ccc1F
-11	-21	-1	-6	.	98	-13	-0.1	3	COc1ccc(C2CC(c3cccs3)=NN2C(=O)CN2CCCCC2)cc1 (centres undefined)
-2	-22	3	-5	5	96	-6	-1.0	-1	Cc1nc(C(=O)NNC(=O)c2ccc(Cl)cc2)cs1
0	-7	-8	-2	7	104	-5	-0.7	-4	COc1ccc(N(CC(=O)NCCSC2CCCCC2)S(C)(=O)=O)c(OC)c1
-6	-12	0	3	4	106	-2	-0.5	-6	Cc1c(Cl)cccc1NC(=O)CNC(=O)c1ccc(F)cc1
-10	-4	-4	-2	2	99	13	-2.7	2	Cc1ccc(OCC(O)CN2CCN(c3ccccc3)CC2)cc1 (centres undefined)
3	-11	-1	2	-6	102	18	1.3	4	CS(=O)(=O)N(CC(=O)N1CCCC1)c1ccc(OCc2ccccc2)cc1
-1	28	-4	1	-4	103	-2	1.2	-6	COc1ccccc1/C=C/CN1CCNC(=O)C1CC(=O)NCCc1cnccn1 (centres undefined)
0	15	-1	9	6	106	8	-1.7	4	Cc1onc(-c2ccccc2)c1-c1ccnn1C(=O)NC(C)C
0	37	2	2	5	100	9	-1.6	-8	C=CCN(c1ccccc1)S(=O)(=O)c1ccc(Cl)c(C(=O)OCC(=O)N(C)C2CCS(=O)(=O)C2)c1 (centres undefined)
8	9	-4	-1	3	106	4	-0.2	14	COC(=O)c1cccc(N2C(=O)c3cccnc3C2=O)c1
7	32	-3	-4	6	94	8	3.5	-3	CCOC(=O)CSc1ncnc2c1cnn2-c1ccc(C)cc1C
-5	12	-2	2	0	104	10	-1.1	-9	COc1cc(OC)cc(C(=O)N2CCN(C3CCN(Cc4ccccc4)CC3)CC2)c1
-2	-16	-4	-4	2	97	-19	0.0	1	CCc1c(C)nc2ncnn2c1N1CCC(C(=O)Nc2ccccc2)CC1
-12	-5	-3	-5	-1	102	-31	-1.1	-1	CCOc1cc(CNc2ccc(N3CCCCC3)cc2)cc(Br)c1OCC(=O)NC(C)(C)C
-7	33	-9	4	3	102	-14	0.9	-5	Nc1oc2ccccc2c(=O)c1-c1ccc2c(c1)OCO2
.	.	8	3	5	.	-7	0.7	-5	COc1cc(C2(c3ccc(O)c(OC)c3)C(=O)N(C)c3ccc(C)cc32)ccc1O
7	30	0	-1	5	103	-11	0.5	-20	O=C(NCc1ccccc1Cl)C(=O)NCC(c1ccco1)N1CCOCC1 (centres undefined)
3	-10	-6	7	-2	102	5	-0.6	-10	Cc1ccc(C(=O)c2cnc3ccccc3c2-c2ccccc2)cc1
-23	14	-3	5	3	13*[inhibitor]	-33	12	0	N#CC1=C(N)C(C#N)(C#N)C2(CCC3(CC2)OCCO3)C2CC3(CC=C12)OCCO3 (centres undefined)
.	.	0	-5	6	.	0	0.9	8	COc1ccc(S(=O)(=O)Nc2ccc3cn[nH]c3c2)cc1[N+](=O)[O-]
.	.	-4	0	4	.	-19	-1.4	-2	O=C(CN1C(=O)NC2(CCOc3ccccc32)C1=O)Nc1ccc(Br)cc1F (centres undefined)
4	71*	-3	4	7	97	8	-1.2	9	CCN(CC)c1ccc(NC(=O)c2ccc(Br)o2)cc1
-9	12	-9	.	3	106	1	-0.3	-4	CCOc1ccc(CN2CCNC(=O)C2CC(=O)NCc2csc(C(C)C)n2)cc1 (centres undefined)
9	-21	-6	1	-4	86	2	-4.0	-3	CCOC(=O)c1c(C)c(C(=O)NCc2cccnc2)c(C)n1CC
-7	36	-6	3	-3	94	15	-1.2	8	CC1=CC(=O)C=C(C)C1=NOc1ccc([N+](=O)[O-])cc1
-18	-44	1	0	2	89	-1	0.8	1	Nc1cc(=O)[nH]c(SCC(=O)Nc2ccc(S(=O)(=O)N3CCOCC3)cc2)n1
-15	15	7	4	5	105	-9	1.5	-4	CC(=O)N1CC(C)Sc2ccc(S(=O)(=O)NCCc3ccc(C)cc3)cc21 (centres undefined)
-6	33	-4	5	.	97	-5	2.2	0	Clc1cnc2nc(SC/C=C/c3ccccc3)[nH]c2c1
-3	20	-3	-8	-3	.	2	-1.3	5	O=C(/C=C/Nc1ccccc1)c1ccccc1
-14	37	-4	2	0	116	20	-5.2	3	CCc1nc(SCC(=O)NCCc2ccccc2)c2c(=O)n(C)c(=O)n(C)c2n1
2	-5	-7	-1	9	100	15	-2.1	-3	Cc1nonc1CN(C)C(=O)CC1C(=O)NCCN1Cc1c(F)cccc1Cl (centres undefined)
4	13	1	-1	7	84	3	-0.5	0	Cc1cc(C)cc(OC(=O)C23CCC(C)(C(=O)O2)C3(C)C)c1 (centres undefined)
-9	71*	-1	-3	8	106	-34	159*	4	CCOc1cccc(C2C(C(=O)c3ccc(C)o3)=C(O)C(=O)N2c2nccs2)c1 (centres undefined)
0	43	-7	-1	2	99	13	-1.5	8	CCn1c(NCc2cc(Br)ccc2NS(=O)(=O)c2ccc(C)cc2)nc2ccccc21
-7	-14	-1	4	0	95	2	-1.8	-1	O=C(CCc1nc2ccccc2c(=O)[nH]1)OCc1ccc(-c2ccccc2)cc1
9	-1	-1	2	4	93	-14	1.6	-4	CCCCCN(C(=O)CN1CCC(Cc2ccccc2)CC1)c1c(N)n(CCCC)c(=O)[nH]c1=O
8	-8	-2	7	0	112	-6	1.9	-1	Cc1nc2nc(-c3cccnc3)[nH]n2c(=O)c1Cc1ccccc1

Structures from the list above containing an NH in an aromatic ring (13):
p-CIP stab down	PHOSPHO1 block	GalR3 antag	IDE inh	IDE cell activ	MEKK3 PB1 HTS	CRFBP-R2 block	CRFR2-BP ag	M4 PAM	Molecule
-6	16	-3	-3	.	107	32	-5.2	-4	Cc1cccc(-c2n[nH]c(=S)n2/N=C/c2cccs2)c1
-6	28	1	-2	0	103	-37	2.5	-4	CCCCN(Cc1cc2ccccc2[nH]c1=O)S(=O)(=O)c1ccc(C)cc1
5	37	-6	-3	-1	128*	-6	-0.9	13	COC(=O)c1cc(C(C)=O)c(C)[nH]c1=O
0	23	-3	4	4	103	23	0.1	1	O=C(NC1CCCCC1)c1ccc2c(=O)n(CC3CCCO3)c(=O)[nH]c2c1 (centres undefined)
-2	31	-4	1	3	89	9	1.3	4	C=C(C)CSc1nc(C)c(Cc2ccccc2)c(=O)[nH]1
2	-1	-1	1	-2	99	-17	0.2	-3	O=C(CSc1nc2c([nH]c3ccccc32)c(=O)n1-c1cccc(Cl)c1)N1CCOCC1
-2	28	5	1	5	99	2	-3.5	5	C=CCn1c(-c2sc(-c3ccccc3)nc2C)n[nH]c1=S
.	.	0	-5	6	.	0	0.9	8	COc1ccc(S(=O)(=O)Nc2ccc3cn[nH]c3c2)cc1[N+](=O)[O-]
-18	-44	1	0	2	89	-1	0.8	1	Nc1cc(=O)[nH]c(SCC(=O)Nc2ccc(S(=O)(=O)N3CCOCC3)cc2)n1
-6	33	-4	5	.	97	-5	2.2	0	Clc1cnc2nc(SC/C=C/c3ccccc3)[nH]c2c1
-7	-14	-1	4	0	95	2	-1.8	-1	O=C(CCc1nc2ccccc2c(=O)[nH]1)OCc1ccc(-c2ccccc2)cc1
9	-1	-1	2	4	93	-14	1.6	-4	CCCCCN(C(=O)CN1CCC(Cc2ccccc2)CC1)c1c(N)n(CCCC)c(=O)[nH]c1=O
8	-8	-2	7	0	112	-6	1.9	-1	Cc1nc2nc(-c3cccnc3)[nH]n2c(=O)c1Cc1ccccc1
